Screening results deposited in PubChem by National Center for Advancing Translational Sciences (NCATS).
Tau ThT inhib: qHTS for Inhibitors of Tau Fibril Formation, Thioflavin T Binding; AID 1460, 2008; actives 2.1% (n = 270,000); recombinant tau K18 P301L, heparin-induced fibrillization, ThT fluorescence; Microtubule-associated protein tau (Homo sapiens), P10636; Potency, µM (top dose mostly 57.4 µM), for inactives: at the top dose activity, negative = inhibition, actives largely listed as inhibitors; further: on the % scale 0 is the no-effect control and ±100 the full control effect; nearly all actives have a fitted effect of over 55% in size
Target sequence (P10636 561-689 P618L limits assumed): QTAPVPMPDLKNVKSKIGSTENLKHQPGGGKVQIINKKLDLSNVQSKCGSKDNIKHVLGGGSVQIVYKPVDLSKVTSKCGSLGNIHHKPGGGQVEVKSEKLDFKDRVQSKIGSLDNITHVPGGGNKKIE
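ThT emission at 510 nm, taken 1 hr after adding 30 uM dye, quantifies aggregates formed when 20 uM heparin acts on human tau K18 P301L for 6 hr at 37 C.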
aGal spleen mod: qHTS Assay for Inhibitors and Activators of Human alpha-Galactosidase From Spleen Homogenate; Alpha-galactosidase A (Homo sapiens), P06280; Potency, µM (top dose mostly 80 µM), for inactives: top-dose activity change, negative = inhibition, actives largely listed as inhibitors; actives 0.008% (n = 240,000); AID 2107, 2009; human spleen homogenate, 4MU-alpha-Gal fluorescence, 40 min;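 further: 0% = enzyme with vehicle and -100% = no enzyme basal signal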
Target sequence (P06280 32-429 limits assumed): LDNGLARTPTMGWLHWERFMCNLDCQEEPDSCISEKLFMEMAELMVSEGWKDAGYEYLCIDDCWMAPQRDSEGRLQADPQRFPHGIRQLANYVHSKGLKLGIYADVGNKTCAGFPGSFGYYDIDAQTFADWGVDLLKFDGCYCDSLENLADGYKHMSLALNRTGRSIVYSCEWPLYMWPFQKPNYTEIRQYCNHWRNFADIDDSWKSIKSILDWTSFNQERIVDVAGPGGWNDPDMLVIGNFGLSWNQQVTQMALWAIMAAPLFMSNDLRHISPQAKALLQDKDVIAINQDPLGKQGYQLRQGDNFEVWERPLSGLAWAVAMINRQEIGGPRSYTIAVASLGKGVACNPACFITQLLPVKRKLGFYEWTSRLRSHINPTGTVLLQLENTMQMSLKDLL
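Fluorogenic readout (Ex 365/Em 440 nm) of 4-methylumbelliferone released from 1 mM 4-MU-alpha-galactoside by spleen homogenate, 40 min at 37C, pH 5.0. Data normalized to no-enzyme and enzyme controls; Hill-equation AC50 from compound titrations.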
GAA inhib: qHTS Assay for Inhibitors of Human alpha-Glucosidase as a Potential Chaperone Treatment of Pompe Disease; Lysosomal alpha-glucosidase (Homo sapiens), P10253; purified human GAA, 4-MU-alpha-glucoside fluorescence; Potency, µM (doses to about 76.9 µM), for the others: at the highest dose activity change, negative = inhibition, actives largely listed as inhibitors; actives 0.005% (n = 200,000); AID 1466, 2008;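 further: plate controls were uninhibited enzyme wells for no effect and no-enzyme background for full effect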
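Human enzyme at 4 nM with 400 uM 4-methylumbelliferyl-alpha-D-pyranoside, citrate/phosphate buffer pH 5.0, 0.005% Tween-20, 20 min at room temperature. Compounds up to 77 uM. 4-MU fluorescence (Ex 365/Em 440) read after NaOH/glycine stop; AC50 from Hill fit.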
HTT cytoprotect: qHTS Multiplex Assay to Identify Dual Action Probes in a Cell Model of Huntington: Cytoprotection (ATP) | PC12 HTT-Q103 induced, cytoprotection, ATP luminescence, 40 h | AID 1471, 2008 | actives 0.14% (n = 230,000) | Potency, µM (titrated, usually from 56.4 µM), without a hit: cytoprotection (ATP increase), most hits filed as activators;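 further: % of control where 0% means no effect; nearly all actives have a fitted effect of over 45% in size; toxic huntingtin expression switched on by the ecdysone agonist tebufenozide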
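Quantitative HTS on tebufenozide-induced (100 nM) PC12 cells expressing HTTQ103 exon 1–GFP; compounds tested as a concentration series; survival measured via cellular ATP.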
Tau fibril FP: qHTS for Inhibitors of Tau Fibril Formation, Fluorescence Polarization. K18 P301L tau heparin fibrillization, Alexa594 FP, 6 h. actives 0.39% (n = 280,000). Potency, µM (doses to about 57.7 µM), for inactives: at the highest dose activity, negative = inhibition, most hits filed as inhibitors. Microtubule-associated protein tau (Homo sapiens), P10636; further: on the % scale 0 is the no-effect control and ±100 the full control effect; nearly all actives have a fitted effect of over 55% in size
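Recombinant K18 P301L […], labeled with Alexa 594 at 0.24 uM over 15 uM unlabeled; heparin inducer 20 uM final; 37 C, 6 hr; FP endpoint.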
aGlu spleen mod: qHTS Assay for Inhibitors and Activators of Human alpha-Glucosidase From Spleen Homogenate; human spleen homogenate, 4-MU-alpha-glucoside fluorescence; actives 0.006% (n = 240,000); AID 2112, 2009; Potency, µM (series often up to 79.9 µM), for inactives: at the highest dose activity change, negative = inhibition, hits mostly inhibitors; Lysosomal alpha-glucosidase (Homo sapiens), P10253;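 further: 0% = enzyme with vehicle and -100% = no enzyme basal signal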
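Human spleen homogenate (1 ug) with 4-methylumbelliferyl-alpha-D-glucopyranoside (1 mM final) in 50 mM citrate/phosphate pH 5.0, 0.01% Tween-20; 40 min at 37 C. Stopped at pH 10; 4-MU fluorescence Ex 365/Em 440 nm; AC50 by Hill fit.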
GAA glycogen: qHTS Assay for Inhibitors and Activators of Human alpha-Glucosidase Cleavage of Glycogen; Lysosomal alpha-glucosidase (Homo sapiens), P10253; recombinant GAA, glycogen substrate, Amplex Red glucose oxidase fluorescence; Potency, µM (series often up to 76.4 µM), without a hit: at the highest dose activity change, negative = inhibition, hits mostly inhibitors; actives 0.38% (n = 300,000); AID 2100, 2009;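 further: 0% = full enzyme reaction and -100% = no-enzyme basal signal; the screen sought inhibitors and activators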
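Recombinant human enzyme (4 nM); glycogen substrate; 37 C, 40 min, pH 5.0. Readout: coupled glucose oxidase/Amplex Red fluorescence.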
Tau fluor cs: Counterscreen qHTS for Inhibitors of Tau Fibril Formation, Fluorescence Polarization; tau K18 P301L Alexa594 fluorescence, heparin fibrillization; Potency, µM (series often up to 57.7 µM), without a hit: at the top dose activity change, negative = decrease; actives 0.93% (n = 280,000); further: on the % scale 0 is the no-effect control and ±100 the full control effect; nearly all actives have a fitted effect of over 55% in size
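Human tau K18 P301L (15 uM unlabeled, 0.24 uM Alexa 594-labeled) in 100 mM sodium acetate pH 7 with 20 uM heparin, 6 hr at 37 C. ThT 30 uM added, 1 hr ambient; Alexa 594 FP and total fluorescence read at 555/632 nm.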
Starred values were filed as active, the others as inactive; ? = inconclusive; · = not tested or not shown; & = joins results of further samples; [ ] = another dose, or the depositor's remark. The call rests on the fitted dose curve; in most records, active means well fitted curve in the direction sought with a large enough effect; inconclusive means small, poorly fitted or top-dose-only effect, or another doubt; inactive means no such curve, though single readings can be large; an effect the other way counts as inactive or inconclusive. Potency means the concentration at half of the fitted maximal effect.

SMILES	Tau ThT inhib	aGal spleen mod	GAA inhib	HTT cytoprotect	Tau fibril FP	aGlu spleen mod	GAA glycogen	Tau fluor cs
O=C(CCc1nnc(COc2ccccc2)o1)NCc1ccccc1	1%	8%	7%	-10%[10 µM]	3%	3%	9%	-5%
CCCS(=O)(=O)c1c(S(=O)(=O)CCC)c2cc(C(C)(C)C)ccn2c1C(=O)c1ccc(OC)c(OC)c1	-9%	·	·	·	-10%	·	2%[76.3 µM]	-13%
O=C(NCCc1c[nH]c2ccccc12)C(=O)Nc1ccccc1	?	4%	-2%	-29%	2%	9%	4%	-11%
CCOC(=O)c1sc2nc(CC(=O)OC)nc(NCc3ccc(Cl)cc3)c2c1C	-6%	2%	-5%	-34%	-8%	-1%	-1%	-14%
Cc1nc2ccc(Br)cn2c1C(=O)N/N=C\c1ccccc1[N+](=O)[O-]	3%	-4%	1%	·	-8%	-1%	-9%	2%
CCOc1cc(N2CCOCC2)c(OCC)cc1NC(=O)CSc1ncccn1	-6%	6%	-2%	-40%[inhibitor]	4%	7%	0%	-9%
C=CCNC(=O)c1cc(Cl)ccc1Cl	-4%	7%	0%	14%	-1%	3%	5%	-3%
COC(=O)C1=C(C(=O)OC)[C@@H]2N(C)c3ccc(OC)cc3[C@@]23C[C@@H](C(=O)OC)N(C(=O)CC(C)C)C3=N1	-13%[11.5 µM]	7%[17.5 µM]	·	17%[10 µM]	13%[11.6 µM]	0%[17.4 µM]	·	-14%[11.6 µM]
Cc1ccc(Cc2cnc(N)s2)o1	?	8%	-8%	-27%[10 µM]	-11%	-2%	-24%	-20%
O=C(Nc1cccc2nsnc12)c1ccc2c(c1)OCO2	?	-1%	-1%	14%	-11%	5%	7%	-23%
Cc1cccc(N2C(=O)CC(Sc3nnc(C)s3)C2=O)c1 (stereo not drawn)	?	-28%	5%	-4%[10 µM]	-5%	-19%	-4%	-12%
COc1ccc2c(c1)c(C(=O)CN1CCc3ccccc3C1)c(C)n2C	-8%	-7%	·	-4%[10 µM]	-6%	-5%	13%	-1%
Cc1c(C(=O)OC2CCCCCC2)[nH]c2c1C(=O)CC(c1ccccc1Cl)C2 (stereo not drawn)	-8%	·	·	·	-4%	·	-9%[76.3 µM]	-8%
CCc1ccc(-n2c(=O)c3ccccc3n(CC(=O)NCc3ccco3)c2=O)cc1	-1%	-9%	-11%	-4%	-8%	0%	1%	-4%
COc1cc(/C=C2\SC(=O)N(CC(=O)Nc3cccc(C)c3)C2=O)cc([N+](=O)[O-])c1O	13µM*	11%	-4%	19%	-2%	7%	1%	?
CC1(C)NC(=O)N(CC(O)CN(Cc2ccccc2)Cc2ccccc2)C1=O (stereo not drawn)	2%	4%	-7%	-1%[10 µM]	1%	-3%	0%	7%
CCC(C)(C)n1nnnc1C(c1cccnc1)N1CCC(Cc2ccccc2)CC1 (stereo not drawn)	1%	2%	?	-26%[10 µM]	6%[2.34 µM]	1%	8%	18%[2.34 µM]
CCc1ccc2nc(NC(=O)c3ccc4c(=O)[nH]c(CN5CCOCC5)nc4c3)sc2c1	-9%	-5%	-5%	-12%[10 µM]	-3%	-5%	-5%	-1%
O=c1ccc(Cc2ccccn2)n[nH]1	-2%	-4%	6%	-9%	0%	-2%	-2%	0%
COc1ccc(C(=O)/C=C/Nc2ccc(NC(C)=O)cc2)cc1OC	?	-2%	-10%	-48%[inhibitor]	-2%	-5%	-2%	-11%
COC(=O)c1ccc(C23CC4(C2)[C@H](CN(CC2CCCCC2)[C@@H]4c2ccccc2)C3c2ccc(Cl)nc2)cc1 (stereo partly drawn)	0%&-6%	2%&-9%	·	-15%	3%&-7%	-10%&-6%	13%	7%&2%
C=CCn1c(SCn2nnc3ccccc3c2=O)nnc1-c1ccc(Cl)cc1	-5%	2%	3%	1%	-1%	-8%	-2%	1%
Cc1cc(C)c2c(N)c3cccc(C)c3nc2n1	?	19%	7%	·	-3%	8%	-3%	-19%
CCCCC(=O)NC(=S)Nc1cc(C(=O)O)ccc1Cl	-4%	-9%	5%	16%[10 µM]	4%	-8%	11%	-2%
O=c1cc(C(F)(F)F)[nH]c2ccccc12	-2%	5%	·	-8%[10 µM]	0%	8%	7%	-3%
SMILES	Tau ThT inhib	aGal spleen mod	GAA inhib	HTT cytoprotect	Tau fibril FP	aGlu spleen mod	GAA glycogen	Tau fluor cs
Cc1ccc(-n2ncc(C(=O)NCc3ccc4c(c3)OCO4)c2NC(=O)c2ccco2)cc1C	-7%	4%	-6%	-25%[0.074 µM]	0%	-16%	-2%	-11%
CNC(=O)COC(=O)c1ccc(NS(=O)(=O)c2ccc3c(c2)OCCO3)cc1	9%	-8%	7%	-28%	-6%	0%	2%	6%
Cc1ccccc1NC(=O)CCCSc1nc2ccccc2s1	?	0%	-5%	-31%[10 µM]	-13%	5%	-16%	?
COc1ccc(S(=O)(=O)N(C(C)=O)c2ccc(OC(C)=O)c3ccccc23)cc1[N+](=O)[O-]	?	-6%	?	-4%[10 µM]	?	-8%	5%	?
CS(=O)(=O)N1N=C(c2cccs2)CC1c1ccccc1F (stereo not drawn)	3%	-4%	-3%	-46%[inhibitor]	6%	-5%	6%	4%
CC(C)(C)N1NC2(CCCCC2)NC1=S	-7%	-10%	12%	-25%	-6%	-11%	2%	-5%
Cc1ccc(OCc2nnc(SCCN3CCOCC3)n2C)cc1	-4%	-14%	-5%	-2%[10 µM]	-3%	-16%	-2%	-2%
CCC(=O)N(NC1=NS(=O)(=O)c2ccccc21)S(=O)(=O)c1ccc(C)cc1	4%	-7%	-5%	0%[10 µM]	1%	-9%	-11%	6%
O=C(NNC(=O)c1cnccn1)c1cccc([N+](=O)[O-])c1	-4%	3%	0%	-1%[10 µM]	7%	-4%	1%	-2%
Cc1ccc2c(c1)c(=O)c1ccccc1n2CCCC(=O)Nc1cc(Cl)ccc1C	-17%	·	·	·	-4%	·	0%[76.3 µM]	-22%
CC(C)c1nc(SCC(=O)c2c[nH]c3ccccc23)n[nH]1	?	7%	·	5%[10 µM]	-2%	2%	9%	?
CC(=O)c1c(C)[nH]c(C(=O)COc2ccc(C#N)cc2)c1C	-11%	0%	2%	-21%	7%	-4%	1%	-6%
COc1cccc(-c2noc(-c3ccoc3C)n2)c1	?	-3%	-7%	-36%[inhibitor]	?	-1%	4%	-22%
O=C(c1cccc(S(=O)(=O)N2CCCC2)c1)c1nnc(-c2ccncc2)o1	-6%	11%	-5%	-27%	3%	-4%	0%	-4%
C/C(=N\Nc1cc(N2CCOCC2)ncn1)c1cccc([N+](=O)[O-])c1	-9%	-9%	12%	38%[10 µM]	6%	-4%	26%	4%
CCOC(=O)c1ccccc1NC(=O)c1cc2c(s1)-c1ccccc1SC2	-1%	·	·	·	-13%	·	-4%[76.3 µM]	-5%
COc1cc(C=O)ccc1Oc1cnccn1	-1%	-1%	11%	-21%[1.9 µM]	?	-6%	-7%	4%
COc1ccc(-n2c(=O)c3ccccc3n(Cc3cccc(C)c3)c2=O)cc1OC	-9%	-5%	-11%	-23%	8%	-2%	4%	-10%
CCOC(=O)C1CCN(C(=O)c2ccc3snnc3c2)CC1	-8%	14%	-1%	7%[10 µM]	-3%	-2%	12%	-2%
Fc1ccc(F)c(CN2CCN(c3ncccn3)CC2)c1	-7%	-3%	0%	2%	1%	-6%	2%	-4%
CC1SC(=NC(=O)c2ccco2)NC1=O (stereo not drawn)	-8%	-11%	0%	-14%[10 µM]	-11%	-6%	-17%	-8%
COc1ccc(/C(N)=N/OC(=O)c2ccc(C)c([N+](=O)[O-])c2)cc1	?	4%	-1%	14%	-11%	5%	6%	-22%
Cc1cccc(C)c1NC(=O)CSc1nnc(-c2ccccc2)n1Cc1ccc2c(c1)OCO2	-1%	-1%	-7%	-40%[inhibitor]	0%	-13%	4%	1%
Cn1c(Nc2ccc(Cl)cc2)cc(=O)n(C)c1=O	-9%	·	·	·	-18%	·	-12%&8%[76.3 µM]	-15%
CCOC(=O)c1c(C)n2c3c(cc(C)cc13)CCC2	8%	5%	3%	6%[10 µM]	2%	5%	12%	8%
COc1ccc(/C=N/Nc2nnc(-c3ccccc3)c(=O)[nH]2)cc1	?	-1%	-8%	-62%[inhibitor][10 µM]	-4%	-2%	-2%	-13%
O=C(CSc1nnc(-c2c[nH]c3ccccc23)o1)N1CCCCC1	-14%	14%	6%	-35%	-6%	1%	-2%	-20%
COc1ccc(Cl)cc1NS(=O)(=O)c1ccc2c(c1)NC(=O)CC(=O)N2	-4%	·	·	·	-5%	·	1%[76.3 µM]	-8%
Cc1cc(NC(=O)C(C)C)cc(-c2nc3ncccc3o2)c1O	-7%	·	·	·	-4%	·	-33%[76.3 µM]	-6%
CCn1cc(Br)c(C(=O)Nc2ccc(OC)cc2)n1	-2%	6%	?	-21%	-1%	5%	1%	2%

Single records, from the list above. Values in the order: Tau ThT inhib | aGal spleen mod | GAA inhib | HTT cytoprotect | Tau fibril FP | aGlu spleen mod | GAA glycogen | Tau fluor cs
COC(=O)c1ccc(C23CC4(C2)[C@H](CN(CC2CCCCC2)[C@@H]4c2ccccc2)C3c2ccc(Cl)nc2)cc1 (stereo partly drawn) in the list: 0%&-6% | 2%&-9% | · | -15% | 3%&-7% | -10%&-6% | 13% | 7%&2%
CS(=O)(=O)N1N=C(c2cccs2)CC1c1ccccc1F (stereo not drawn) in the list: 3% | -4% | -3% | -46%[inhibitor] | 6% | -5% | 6% | 4%
CC1SC(=NC(=O)c2ccco2)NC1=O (stereo not drawn) in the list: -8% | -11% | 0% | -14%[10 µM] | -11% | -6% | -17% | -8%
